RGS4 block: inhibitors of human RGS4 | P49798 | hit rate 0.45% among 310,000 | B-score at 10 µM | HEK293 M3R/RGS4 inducible, Fluo-4 calcium flux; hits give high values; triggered by carbachol at its EC20;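 active = B-score, a plate-corrected calcium signal, over three deviations above library mean, with baseline fluorescence within five deviations of library mean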;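 also: RGS4 expression induced by doxycycline in cells with stable M3 receptor; B-score is computed from the integrated fluorescence ratio over baseline after carbachol; higher B-score means a larger calcium signal and so more RGS4 inhibition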
KCNK3 inh: human KCNK3 channel inhibition, primary screen; O14649; hit rate 0.84% among 340,000; B-score at 10 µM; AID 602410; CHO-KCNK3 thallium flux, FluxOR fluorescence; hits give low values;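 active = B-score under library mean minus 4 SD, starting fluorescence ratio at most library mean plus 5 SD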;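 also: more negative B-score means stronger inhibition of thallium flux through KCNK3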
Target sequence (O14649 whole entry, looked up): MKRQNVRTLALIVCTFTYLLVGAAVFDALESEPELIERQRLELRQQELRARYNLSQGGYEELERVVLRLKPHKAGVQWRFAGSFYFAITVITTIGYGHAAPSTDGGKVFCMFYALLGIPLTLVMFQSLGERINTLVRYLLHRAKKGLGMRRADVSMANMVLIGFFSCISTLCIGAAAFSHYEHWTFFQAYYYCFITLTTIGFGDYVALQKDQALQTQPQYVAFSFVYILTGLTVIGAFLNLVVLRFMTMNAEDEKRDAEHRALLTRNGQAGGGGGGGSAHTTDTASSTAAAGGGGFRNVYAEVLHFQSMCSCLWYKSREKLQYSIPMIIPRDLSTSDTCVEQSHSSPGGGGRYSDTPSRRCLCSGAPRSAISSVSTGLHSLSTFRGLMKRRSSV
KCNQ1 pot: potentiates or activates the human KCNQ1 potassium channel. P51787. CHO-K1 KCNQ1, thallium flux FluxOR fluorescence; hits give high values. B-score at 10 µM. hit rate 0.35% among 310,000;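 active = fluorescence ratio B-score, a plate-corrected score, at least three library SD, with initial intensity B-score within 5 SD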
Target sequence (P51787 whole entry, looked up): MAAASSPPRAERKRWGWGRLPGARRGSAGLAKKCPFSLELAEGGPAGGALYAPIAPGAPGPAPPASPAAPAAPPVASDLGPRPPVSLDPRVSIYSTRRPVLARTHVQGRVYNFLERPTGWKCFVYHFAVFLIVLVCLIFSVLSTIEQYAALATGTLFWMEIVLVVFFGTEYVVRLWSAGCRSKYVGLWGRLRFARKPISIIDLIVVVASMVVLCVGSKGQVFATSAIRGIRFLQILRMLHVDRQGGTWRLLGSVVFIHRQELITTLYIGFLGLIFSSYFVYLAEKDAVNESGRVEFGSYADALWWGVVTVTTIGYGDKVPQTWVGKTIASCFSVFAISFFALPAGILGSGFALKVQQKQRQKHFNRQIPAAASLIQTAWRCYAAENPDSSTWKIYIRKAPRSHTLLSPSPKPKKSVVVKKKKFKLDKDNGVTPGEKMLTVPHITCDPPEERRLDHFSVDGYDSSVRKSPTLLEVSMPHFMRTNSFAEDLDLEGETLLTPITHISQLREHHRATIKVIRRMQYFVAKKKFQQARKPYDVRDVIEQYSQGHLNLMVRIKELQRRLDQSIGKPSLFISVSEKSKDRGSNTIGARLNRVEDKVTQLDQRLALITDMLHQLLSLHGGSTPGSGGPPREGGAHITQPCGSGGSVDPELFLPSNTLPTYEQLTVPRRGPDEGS
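assay system = KCNQ1-transfected CHO-K1 cells | medium = assay buffer with matched DMSO | probe or stimulus = depolarizing K+/Tl+ stimulus, K2SO4 and Tl2SO4 each 12.5 mM in 5x stock | dosing = single dose | incubation = dye 90 min, compound 20 min, room temperature | detection = kinetic FluxOR fluorescence, 10 s baseline plus 110 s post-stimulus | evaluation = ratio B score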
PolyA inh: blocks polyadenylation in yeast reporter cells; calls only at 12 µM; S. cerevisiae SKY197-pL101 polyadenylation reporter, beta-gal luminescence; efflux-impaired pdr1/pdr3 knockout yeast; score 100 = 6 SD above DMSO; AID 1875; hit rate 0.02% among 300,000;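 active = lowest replicate activity score at least 50, where 100 means six control SD above control mean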;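 also: yeast exposed to compound for 9 h at 30 °C; higher score means more reporter readthrough which indicates perturbed polyadenylation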
KCNK9 block: blocks the human KCNK9 two-pore domain potassium channel; Q9NPC2; HEK293 KCNK9, FluxOR thallium flux fluorescence; hits give low values; B-score at 10 µM; hit rate 1.2% among 310,000; AID 488922;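 active = ratio B-score over 3 SD below the library mean, with starting fluorescence within 5 SD of its mean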;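 also: negative B-score means less thallium flux so channel inhibition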
KCNQ1 inh: blocks the human KCNQ1 potassium channel; P51787; CHO-K1 KCNQ1, FluxOR thallium flux fluorescence; hits give high values; B-score at 10 µM; hit rate 1.3% among 310,000; AID 2642;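 active = compounds whose thallium flux B-score, printed positive for inhibition, exceeds three library SD while starting fluorescence stays within three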;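 also: channel opened by potassium depolarization with thallium stimulus after 20 min compound exposure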
RGS4 act: RGS4 potentiation or activation | HEK293 M3R/inducible RGS4, carbachol calcium flux Fluo4; hits give low values | B-score at 10 µM | hit rate 0.92% among 310,000 | AID 463111;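 active = B-score of the integrated calcium signal more than 4 SD below the library mean, with starting fluorescence not abnormally high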;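 also: negative B-score means reduced calcium response which marks RGS4 activation or potentiation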
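Assay system: Inducible-RGS4 HEK293 cells carrying M3 receptor | Schedule: Compound preincubation 20 min at room temperature before agonist | Signal: Kinetic calcium fluorescence imaging with Fluo4-AM dye, 2 µM | Read-out basis: B score from integrated fluorescence ratio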
DYRK1A inh: blocks rat Dyrk1A kinase activity. ADP-Glo luminescence, NFATc1 peptide. inhibition, % at 12.5 µM. hit rate 0.43% among 310,000; in the data active = inhibition above about 50%;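 also: plate controls were vehicle with enzyme for no effect and no enzyme for full effect; many of its hits are not listed in these tables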
GSK3beta inhib: inhibitors of human GSK3beta kinase; AID 2097; GST-GSK3beta kinase, ADP-Glo luminescence, 60 min; hits give low values; hit rate 0.038% among 300,000; activity score (negative = inhibition), % at 10 µM;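 active = more than half of replicate wells score below -50%, meaning over 50% inhibition versus plate controls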;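 also: 0% = median DMSO wells and -100% = median GW8510 positive control wells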
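Test system: GST-fused GSK3beta enzyme, cell-free | Quantity: 1.6 ng GST-GSK3beta enzyme per well | Reagent: 25 µM ATP with peptide substrate | Schedule: 60 min enzyme reaction, room temperature | Signal: Luminescent ADP-Glo measurement of ADP formed | Read-out basis: Score relative to plate controls | Control set: DMSO and 20 µM GW8510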
GSK3A inh: inhibitors of human GSK-3 alpha kinase | hit rate 0.1% among 320,000 | ADP-Glo luminescence, 60 min | inhibition, % at 10 µM;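 in the data active = inhibition above about 50%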;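 also: GST-tagged GSK-3 alpha with peptide substrate and 25 µM ATP; 0% = DMSO neutral wells and 100% = GW8510 positive control wells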
hERG protect: compounds protecting human hERG from proarrhythmic drug block; Q12809; CHO-hERG, FluxOR thallium flux, dofetilide IC70 present; activation (rescue from dofetilide block), less the hit threshold, % at 10 µM; hit rate 0.51% among 310,000;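 active = activation above the mean of controls blocked by dofetilide plus 5 SD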;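 also: thallium influx through hERG after potassium depolarization seen as dye fluorescence rise; in these data hits start at about 4.7%; inactives centre near -7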
* marks the source's active call; other numbers are inactive results. Not all compounds are listed; count on the stated rates, not on these rows.

O=C(NCc1ccc2c(c1)OCO2)c1ccc(CN2CCc3ccccc3C2)cc1 was read as RGS4 block inactive, KCNK3 inh inactive, KCNQ1 pot inactive, PolyA inh inactive, KCNK9 block inactive, KCNQ1 inh inactive, RGS4 act inactive, DYRK1A inh 9.7, GSK3beta inhib 4.2, GSK3A inh -3.3 and hERG protect -6.1.
Screening CCn1cc(/C=C(\NC(=O)c2ccc(OC)c(OC)c2)C(=O)N2CCOCC2)c2ccccc21 returned RGS4 block inactive, KCNK3 inh inactive, KCNQ1 pot inactive, PolyA inh inactive, KCNK9 block inactive, KCNQ1 inh inactive, RGS4 act inactive, DYRK1A inh -4.5, GSK3beta inhib -1.3, GSK3A inh 1.7 and hERG protect -11.8.
For COc1ccc(C(=O)NCCSCc2ccccc2C)cc1 the results were RGS4 block inactive, KCNK3 inh inactive, KCNQ1 pot inactive, PolyA inh inactive, KCNK9 block inactive, KCNQ1 inh inactive, RGS4 act inactive, DYRK1A inh -2.6, GSK3beta inhib -1.5, GSK3A inh -2.6 and hERG protect -14.5.
Screening COc1cccc(C(C(=O)NC2CCCCC2)N(C(=O)c2ccco2)c2ccccc2OC)c1 (stereo not given) returned RGS4 block inactive, KCNK3 inh inactive, KCNQ1 pot inactive, PolyA inh inactive, KCNK9 block inactive, KCNQ1 inh inactive, RGS4 act inactive, DYRK1A inh -3.3, GSK3beta inhib -5.7, GSK3A inh -1.0 and hERG protect -8.2.
Screening O=C(C1CC12CCCC2)N1CCC(CO)(Cc2ccccc2Cl)CC1 (stereo not given) returned RGS4 block inactive, KCNK3 inh inactive, KCNQ1 pot inactive, PolyA inh inactive, KCNK9 block inactive, KCNQ1 inh inactive, RGS4 act inactive, DYRK1A inh -2.8, GSK3beta inhib 3.3, GSK3A inh -3.8 and hERG protect -11.0.
O=C(NCC(c1ccco1)N1CCN(c2ccccc2)CC1)c1cccs1 (stereo not given) was read as RGS4 block inactive, KCNK3 inh inactive, KCNQ1 pot inactive, KCNK9 block inactive, KCNQ1 inh inactive, RGS4 act inactive, DYRK1A inh 4.7, GSK3beta inhib 3.2, GSK3A inh -3.8 and hERG protect -11.0.
For O=S(=O)(c1cccs1)N1CCN(c2ccccc2)CC1 the results were RGS4 block inactive, KCNK3 inh inactive, KCNQ1 pot inactive, PolyA inh inactive, KCNK9 block inactive, KCNQ1 inh inactive, RGS4 act inactive, DYRK1A inh 4.0, GSK3beta inhib -1.6, GSK3A inh -1.6 and hERG protect -3.5.
Screening CC1=C(C)C(OCCBr)N(c2cc(O)c(Cl)cc2F)C1=O (stereo not given) returned RGS4 block inactive, KCNK3 inh inactive, KCNQ1 pot inactive, PolyA inh inactive, KCNK9 block inactive, KCNQ1 inh inactive, RGS4 act inactive, DYRK1A inh -3.8, GSK3beta inhib 1.0, GSK3A inh -0.8 and hERG protect -15.5.
C=CCN(CC=C)C(=O)C[n+]1ccc(C(N)=O)cc1 was read as RGS4 block inactive, KCNK3 inh inactive, KCNQ1 pot inactive, PolyA inh inactive, KCNK9 block inactive, KCNQ1 inh inactive, RGS4 act inactive, DYRK1A inh 6.7, GSK3beta inhib 1.5, GSK3A inh -2.3 and hERG protect -1.7.
`Cn1c(CCN2CCN(c3ccccn3)CC2)nc2cc(NS(=O)(=O)c3ccc(Cl)cc3)ccc21` gave RGS4 block inactive, KCNK3 inh inactive, KCNQ1 pot inactive, PolyA inh inactive, KCNK9 block inactive, KCNQ1 inh inactive, RGS4 act inactive, DYRK1A inh 1.1, GSK3beta inhib 3.1, GSK3A inh -2.4 and hERG protect -13.8.
CCn1c(COc2cc(C)cc(C)c2)nnc1SCC(=O)N1CCN(c2ccccc2)CC1 was read as RGS4 block inactive, KCNK3 inh inactive, KCNQ1 pot inactive, PolyA inh inactive, KCNK9 block inactive, KCNQ1 inh inactive, RGS4 act inactive, DYRK1A inh 1.7, GSK3beta inhib -1.5, GSK3A inh 0.8 and hERG protect -10.0.
Screening CCCCCC(C)n1[nH]c(=O)c2c(C)cc(C)nc21 (stereo not given) returned RGS4 block inactive, KCNK3 inh inactive, KCNQ1 pot inactive, PolyA inh inactive, KCNK9 block inactive, KCNQ1 inh inactive, RGS4 act inactive, DYRK1A inh 7.9, GSK3beta inhib 3.2, GSK3A inh -6.1 and hERG protect 0.3.
For C=CCn1c(SC(F)F)nc2scc(-c3ccco3)c2c1=O the results were RGS4 block inactive, KCNK3 inh inactive, KCNQ1 pot inactive, PolyA inh inactive, KCNK9 block inactive, KCNQ1 inh inactive, RGS4 act inactive, DYRK1A inh 5.9, GSK3beta inhib -0.1, GSK3A inh -0.7 and hERG protect -11.0.
Screening CC(C)CC(=O)NC(NC(=S)Nc1sc2c(c1C#N)CCCC2)C(Cl)(Cl)Cl (stereo not given) returned RGS4 block inactive, KCNK3 inh inactive, KCNQ1 pot inactive, PolyA inh inactive, KCNK9 block -7.42*, KCNQ1 inh inactive, RGS4 act inactive, DYRK1A inh 4.7, GSK3beta inhib 3.0, GSK3A inh 2.0 and hERG protect -18.6.
For CCC(C(=O)NC(C)(C)C)N(C(=O)Cn1nnc(-c2ccccc2F)n1)c1cnc2ccccc2c1 (stereo not given) the results were RGS4 block inactive, KCNK3 inh inactive, KCNQ1 pot inactive, PolyA inh inactive, KCNK9 block inactive, KCNQ1 inh inactive, RGS4 act inactive, DYRK1A inh 0.2, GSK3beta inhib -0.1, GSK3A inh -1.7 and hERG protect -18.3.
`NC(=O)Cn1ccc(O)c(Cc2ccc(Cl)cc2Cl)c1=O` gave RGS4 block inactive, KCNK3 inh inactive, KCNQ1 pot inactive, PolyA inh inactive, KCNK9 block inactive, KCNQ1 inh inactive, RGS4 act inactive, DYRK1A inh 4.2, GSK3beta inhib -1.7, GSK3A inh -0.3 and hERG protect -4.1.
Screening O=C(NC1CCCCC1)C(c1ccc(O)cc1)N(C(=O)c1cnccn1)c1cccc(F)c1 (stereo not given) returned RGS4 block inactive, KCNK3 inh inactive, KCNQ1 pot inactive, PolyA inh inactive, KCNK9 block inactive, KCNQ1 inh inactive, RGS4 act inactive, DYRK1A inh 3.4, GSK3beta inhib 0.3, GSK3A inh 1.5 and hERG protect -0.5.
Screening COCCCn1c(=N)c(C(=O)NCC2CCCO2)cc2c(=O)n3cccc(C)c3nc21 (stereo not given) returned RGS4 block inactive, KCNK3 inh inactive, KCNQ1 pot inactive, PolyA inh inactive, KCNK9 block inactive, KCNQ1 inh inactive, RGS4 act inactive, DYRK1A inh -0.5, GSK3beta inhib 0.8, GSK3A inh 3.3 and hERG protect -7.2.
For O=C(Nc1ccc(O)c2c(=O)cc(-c3ccccc3Cl)oc12)c1ccc(Cl)cc1Cl the results were RGS4 block inactive, KCNK3 inh inactive, KCNQ1 pot inactive, KCNK9 block inactive, KCNQ1 inh inactive, RGS4 act inactive, DYRK1A inh 0.8, GSK3beta inhib 2.8, GSK3A inh -5.9 and hERG protect -4.0.
Cc1occc1C(=O)NNC(=O)c1ccc(F)cc1 was read as RGS4 block inactive, KCNK3 inh inactive, KCNQ1 pot inactive, PolyA inh inactive, KCNK9 block inactive, KCNQ1 inh inactive, RGS4 act inactive, DYRK1A inh -6.4, GSK3beta inhib 2.0, GSK3A inh 0.4 and hERG protect -5.0.
O=C(NC1CCCCC1)c1ccc(CNc2nc(=S)[nH]c3ccccc23)cc1 was read as RGS4 block inactive, KCNK3 inh inactive, KCNQ1 pot inactive, PolyA inh inactive, KCNK9 block inactive, KCNQ1 inh inactive, RGS4 act inactive, DYRK1A inh -2.0, GSK3A inh -2.5 and hERG protect -9.1.
Screening Oc1c(Cl)cc(CN2CCCCC2)c2cccnc12 returned RGS4 block inactive, KCNK3 inh inactive, KCNQ1 pot inactive, PolyA inh inactive, KCNK9 block inactive, KCNQ1 inh inactive, RGS4 act inactive, DYRK1A inh -7.0, GSK3beta inhib 2.4, GSK3A inh -2.6 and hERG protect -3.5.
CCOC(=O)N1CCC(NC(=O)CN2C(=O)CCSc3ccccc32)CC1 was read as RGS4 block inactive, KCNK3 inh inactive, KCNQ1 pot inactive, PolyA inh inactive, KCNK9 block inactive, KCNQ1 inh inactive, RGS4 act inactive, DYRK1A inh 10.7, GSK3beta inhib 3.7, GSK3A inh -4.0 and hERG protect -1.1.
`COc1ccc(N2CCCn3c2nc2c3c(=O)n(Cc3ccccc3)c(=O)n2C)c(OC)c1` gave RGS4 block inactive, KCNK3 inh inactive, KCNQ1 pot inactive, PolyA inh inactive, KCNK9 block inactive, KCNQ1 inh inactive, RGS4 act inactive, GSK3beta inhib -2.2, GSK3A inh -1.5 and hERG protect -10.1.
For CCOC(=O)C1C(C#N)=C(N)OC(C)=C1c1ccncc1 (stereo not given) the results were RGS4 block inactive, KCNK3 inh inactive, KCNQ1 pot inactive, PolyA inh inactive, KCNK9 block inactive, KCNQ1 inh inactive, RGS4 act inactive, DYRK1A inh 4.7, GSK3beta inhib 1.3, GSK3A inh 2.2 and hERG protect -8.6.
Screening CCOC(=O)C1CCCN(S(=O)(=O)Cc2ccccc2Cl)C1 (stereo not given) returned RGS4 block inactive, KCNK3 inh inactive, KCNQ1 pot inactive, PolyA inh inactive, KCNK9 block inactive, KCNQ1 inh inactive, RGS4 act inactive, DYRK1A inh 9.7, GSK3beta inhib 1.7, GSK3A inh -0.4 and hERG protect -3.9.
Screening O=P(O)(O)c1ccccc1OCCCCCOc1ccccc1P(=O)(O)O returned RGS4 block inactive, KCNK3 inh inactive, KCNQ1 pot inactive, PolyA inh inactive, KCNK9 block inactive, KCNQ1 inh inactive, RGS4 act inactive, DYRK1A inh 1.4, GSK3beta inhib 1.3, GSK3A inh -1.6 and hERG protect -2.4.
Screening N#CCN1CCN(CC(=O)Nc2ccc(OCc3ccccc3)cc2)CC1 returned RGS4 block inactive, KCNK3 inh inactive, KCNQ1 pot inactive, PolyA inh inactive, KCNK9 block inactive, KCNQ1 inh inactive, RGS4 act inactive, DYRK1A inh 3.8, GSK3beta inhib 0.1, GSK3A inh -1.3 and hERG protect 3.6.
Screening Brc1ccc(C2=Nn3c(nnc3-c3cccnc3)SC2)s1 returned RGS4 block inactive, KCNK3 inh inactive, KCNQ1 pot inactive, PolyA inh inactive, KCNK9 block inactive, KCNQ1 inh inactive, RGS4 act inactive, DYRK1A inh -0.1, GSK3beta inhib 2.7, GSK3A inh 3.0 and hERG protect -5.0.
